Assay outcomes deposited in PubChem BioAssay by several laboratories.
DAGLB inhibitor: blocks human DAGLB lipase activity | Q8NCG7 | HEK293T DAGLB membrane lysate, EnzChek fluorogenic substrate | inhibition, % at 5.17 µM | actives 0.059% (n = 340,000); in the data active means inhibition above about 34%;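 further: 0% = enzyme with vehicle and 100% = wells lacking enzyme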
Target sequence (Q8NCG7 whole entry, looked up): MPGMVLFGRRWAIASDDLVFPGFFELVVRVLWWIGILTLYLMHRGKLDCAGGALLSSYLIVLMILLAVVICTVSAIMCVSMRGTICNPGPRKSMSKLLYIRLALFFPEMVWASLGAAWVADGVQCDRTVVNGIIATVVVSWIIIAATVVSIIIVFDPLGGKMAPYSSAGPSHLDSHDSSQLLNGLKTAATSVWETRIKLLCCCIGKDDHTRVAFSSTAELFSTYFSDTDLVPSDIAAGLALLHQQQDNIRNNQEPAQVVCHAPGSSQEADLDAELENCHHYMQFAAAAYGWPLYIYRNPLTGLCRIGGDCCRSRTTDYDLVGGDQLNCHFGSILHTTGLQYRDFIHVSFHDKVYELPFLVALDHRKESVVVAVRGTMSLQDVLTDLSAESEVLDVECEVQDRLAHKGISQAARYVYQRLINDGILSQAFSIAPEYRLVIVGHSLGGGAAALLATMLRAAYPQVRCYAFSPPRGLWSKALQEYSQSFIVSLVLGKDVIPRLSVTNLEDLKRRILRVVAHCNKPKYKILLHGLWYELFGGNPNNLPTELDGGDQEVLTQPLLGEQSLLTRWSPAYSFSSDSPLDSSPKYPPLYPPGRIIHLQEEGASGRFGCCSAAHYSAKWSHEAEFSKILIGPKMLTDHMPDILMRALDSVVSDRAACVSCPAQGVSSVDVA
PKA-R1A activ: activators of PKA-R1A complex; P00514+P68181; PKA-R1A dissociation, Cy5-IP20 fluorescence polarization; scaled: DMSO 0%, 113 µM cGMP 100%; activation, % at 11.4 µM; actives 0.083% (n = 340,000); AID 504707;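 active means percent activation above the mean of all tested compounds plus 3 SD, cut at about 19% in these data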;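 further: higher means more PKAc released from R1A so a rise in polarization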
V-ATPase pHluor: regulators of yeast V-ATPase proton transport; S. cerevisiae, pHLuorin cytosolic pH fluorescence; response, % at 10 µM; actives 0.37% (n = 350,000); in the data active means response mostly above about 7.3%, no sharp cut-off; inactive means mostly below about 5.4%; further: actives read high; inactives centre near 0; some compounds called inactive have numbers as strong as hits; reference of the scale not given here
OPRM1-OPRD1 ag: OPRM1-OPRD1 heterodimerization agonism. P35372+P41143. cells, luminescence. activation, % at 9.3 µM. actives 0.3% (n = 340,000). AID 504326; in the data active means activation above about 18%;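 further: 0% = vehicle-treated cells and 100% = reference agonist; values of inactives mirror those of a sister screen read the other way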
Pemphigus Ab inh: blocks pemphigus antibody binding to human desmoglein-3. P32926. DSG3-coupled beads, scFv-anti-DSG3-GFP binding, flow cytometry; stronger effect = lower value. binding (percent of control), % at 10 µM. actives 0.48% (n = 310,000);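 active means binding more than 3 SD below its plate's average and above zero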;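 further: hits lower antibody fragment binding to DSG3; some compounds called inactive have numbers as strong as hits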
HTR5A ag: activates human HTR5A in OPRM1-OPRD1 agonist counter-screen | P47898 | HTR5A agonist assay, luminescence, cell-based | activation, % at 9.3 µM | actives 0.61% (n = 340,000); in the data active means activation mostly above about 9.5%, no sharp cut-off; inactive means mostly below about 7.6%;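 further: 0% = cells with vehicle only and 100% = reference agonist; strong numbers were not always called active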
Target sequence (P47898 whole entry, looked up): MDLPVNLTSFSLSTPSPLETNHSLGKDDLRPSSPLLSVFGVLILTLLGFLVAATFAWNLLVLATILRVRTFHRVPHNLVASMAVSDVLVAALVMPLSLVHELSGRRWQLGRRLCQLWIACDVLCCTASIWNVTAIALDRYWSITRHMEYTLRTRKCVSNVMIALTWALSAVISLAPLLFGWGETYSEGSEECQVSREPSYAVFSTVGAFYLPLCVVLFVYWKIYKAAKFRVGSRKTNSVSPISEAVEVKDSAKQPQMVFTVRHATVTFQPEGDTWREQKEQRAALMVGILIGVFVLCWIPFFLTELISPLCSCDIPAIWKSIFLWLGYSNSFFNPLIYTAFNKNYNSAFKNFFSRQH
Arrestin-AP2 inh: inhibitors of human beta-arrestin and AP2 interaction. actives 0.31% (n = 340,000). FITC-arrestin peptide / GST-AP2 beads, flow cytometry; AP2 beta2 appendage carries R879A mutation. inhibition, % at 10 µM;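 active means inhibition above a set limit, near 3 SD of compounds lacking own fluorescence, cut at about 54% in these data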;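 further: plate controls were DMSO wells for no effect and 5 µM unlabelled arrestin peptide for full effect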
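System: GST-tagged AP2 beta2-adaptin appendage (R879A) on 4 µm glutathione beads / Reagent: FITC-arrestin peptide, 50 nM / Detection: HyperCyt-sampled flow cytometry, FL1 channel, ex 488/em 535 nm / Timing: 12 min plus 1 h, RT / Buffer or medium: PBS plus Tween 20 (0.05%) and BSA (0.1%)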
MOR-DOR inv ag: inverse agonists of human mu-delta opioid receptor heterodimerization; inhibition, % at 9.3 µM; cell-based MOR-DOR heterodimer luminescence, inverse agonism; AID 504357; actives 0.21% (n = 340,000); in the data active means inhibition above about 22%, passing the limit was not always enough;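 further: 0% = cells with DMSO and 100% = wells without cells with DMSO; values of inactives mirror those of a sister screen read the other way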
HTR5A inv ctr: counter-screen for OPRM1-OPRD1 inverse agonists: human HTR5A inverse agonism | P47898 | HTR5A cell line, luminescence | inhibition, % at 9.3 µM | actives 0.083% (n = 340,000); in the data active means inhibition mostly above about 23%, no sharp cut-off; inactive means mostly below about 18%;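 further: 0% = cells with DMSO and 100% = no-cell wells with DMSO; some compounds called inactive have numbers as strong as hits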
PKA-R2B activ: activators of human PKA-R2B complex | PKA-R2B holoenzyme dissociation, Cy5-IP20 fluorescence polarization; R2B truncated from residue 108, S112A mutant; 0% DMSO only, 100% 113 µM cGMP | activation, % at 11.4 µM | actives 0.079% (n = 340,000);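 active means activation above a cutoff set at the mean over all compounds plus 3 SD, cut at about 18% in these data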;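 further: higher means more holoenzyme dissociation and a rise in polarization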
* hit, by the source's call; . = not tested or not shown.

SMILES	DAGLB inhibitor	PKA-R1A activ	V-ATPase pHluor	OPRM1-OPRD1 ag	Pemphigus Ab inh	HTR5A ag	Arrestin-AP2 inh	MOR-DOR inv ag	HTR5A inv ctr	PKA-R2B activ
O=C(NCc1ccccn1)C1CCC(=O)N1C1CCCC1 (stereo not drawn)	0	3	-2	-2.7	86	0	19	15	-1	-4
COc1ccccc1CCc1nnc(CCC(=O)NCCOc2cccnc2)o1	1	-10	3	0.8	95	0	-5	-5	-1	-4
CCOC(=O)Cc1csc(NC(=O)CSc2nnc(-c3cccnc3)n2Cc2ccco2)n1	2	-19	4	0.0	95	1	7	0	0	-3
Cc1cccc(NC(=O)c2nc[nH]c2C(=O)NCC(=O)OCc2ccccc2)c1	-5	-7	2	3.6	109	10	19	-21	-27	-5
CCCCN(Cc1ccco1)S(=O)(=O)c1ccc(-c2ccc(=O)[nH]n2)s1	2	5	-3	0.5	102	-2	0	-2	-47	5
O=C(/C=C/c1cccc([N+](=O)[O-])c1)NCCSc1ccccc1	-3	-9	1	-1.5	107	4	-135	9	-19	-9
COC(=O)CC1=C(C(=O)OC)C(c2ccc3c(c2Cl)OCO3)C(C#N)=C(N)O1 (stereo not drawn)	1	1	-1	-1.5	95	-5	-6	8	17	-10
O=C(Cn1cc2c(n1)CCCCC2)N1CCc2ccccc2C1	2	6	-1	-1.8	105	4	-1	9	-10	8
O=C(OCC(=O)N1CCOCC1)c1ccc(Cl)c(S(=O)(=O)N2CCc3ccccc32)c1	2	-9	5	-0.9	93	4	-7	5	-14	-9
Cc1noc(C)c1C(=O)N1CCCC1	-3	0	3	-1.7	.	-5	13	7	12	6
O=C(CCSc1ccc(Cl)cc1)c1cccs1	-9	-2	-2	5.6	99	-3	5	-33	-23	-14
Cc1cccc(C(=O)N/N=C/c2coc3ccccc3c2=O)c1	5	-10	4	0.0	.	-3	16	0	6	-8
O=C(CCCOc1ccccc1)N1CCCc2ccccc21	-7	1	-2	1.1	104	-1	-10	-6	3	1
Cc1cc(C(C)(C)C)ccc1OCCCCN1CCCC1	-3	-9	-3	-2.3	96	-5	-3	14	7	-6
CC(CN1CCN(C)CC1)OC(=O)c1ccc(Cl)cc1 (stereo not drawn)	1	-4	-1	-0.3	101	0	-6	2	-10	-3
CS(=O)(=O)N(CC(=O)Nc1cccc(Br)c1)Cc1ccccc1	-3	-5	1	1.3	111	1	-3	-6	-5	1
Cc1oc(-c2ccccc2)nc1CS(=O)CC(=O)NC1CCCC1 (stereo not drawn)	5	2	-1	-2.4	102	5	3	14	-15	-6
O=P(CCCCCCCCCP(=O)(c1ccccc1)c1ccccc1)(c1ccccc1)c1ccccc1	2	-5	0	21*	107	6	-8	-112	-43	-4
O=C(CCc1ccc(Oc2cc([N+](=O)[O-])cc([N+](=O)[O-])c2)cc1)NC1CCCC1	1	0	4	8.0	107	2	3	-55	15	-5
Cc1ccccc1-n1nc2c(c1NC(=O)c1cccc(F)c1)CS(=O)C2 (stereo not drawn)	-3	0	-2	-1.2	110	9	-6	7	-25	-1
COc1cc(C2c3cc4c(cc3OC(N3CCOCC3)C2C)OCO4)cc(OC)c1OC(C)=O (stereo not drawn)	-3	-5	-1	1.7	86	1	-4	-8	-4	1
COc1ccc(CNC(=O)C2CCCN2C)cc1OC (stereo not drawn)	-5	-5	3	-2.5	100	1	1	13	7	2
CC(=O)c1c(CC(=O)O)[nH]n(-c2nc3ccccc3s2)c1=O	2	4	-2	1.2	97	3	7	-6	19	4
COc1ccc(Cc2c(O)nc(SC)n(C(C)=O)c2=O)cc1	2	-1	0	-0.3	103	-8	-5	2	11	1
O=C(NNC(=O)c1ccc2ccccc2c1)c1cccc(Br)c1	-2	-4	5	2.9	95	1	-11	-15	-4	-7
CSc1nnc(C)c(=O)n1COC(=O)c1ccc(S(=O)(=O)N(C)C)cc1	2	-4	-5	-0.9	102	4	-10	6	-10	-14
C/C=C/c1ccc2c(c1)O[C@@H](CN(C)C(=O)c1ccc(F)cc1)[C@@H](C)CN([C@H](C)CO)S2(=O)=O	-1	-1	-1	.	.	.	.	.	.	0
O=[N+]([O-])c1cccc(/C=N/n2c(C3CCCCC3)n[nH]c2=S)c1	-6	-11	0	11	106	3	0	-52	-13	2
Cc1cccc(NC(=O)c2sc(-c3ccccc3)nc2-c2ccc([N+](=O)[O-])cc2)c1	-8	-3	2	3.6	85	4	2	-23	-24	-2
COc1cccc(C(=O)NCC(=O)N/N=C/c2cccc(OC(=O)c3ccc([N+](=O)[O-])cc3)c2)c1	0	1	2	1.4	91	2	8	-10	-6	0
Nc1nc(SCc2ccc(Cl)cc2Cl)ns1	0	-15	-1	4.5	.	0	7	-23	-1	-9
COc1ccc(-c2cn(Cc3ccc(C)cc3)nn2)cc1	-15	1	-1	-2.3	98	2	7	13	-3	-2
COc1cc2c(cc1NC(=O)CSc1nnc(Cc3cccs3)n1Cc1ccco1)oc1ccccc12	-3	10	1	1.8	102	3	-1	-10	-10	-4
COc1cc2c(cc1OC)C(c1ccc(OC)c(OC)c1OC)CC(=O)N2 (stereo not drawn)	2	-6	1	-2.1	100	10*	4	10	-37	-3
O=C(Nc1cccc(F)c1)Nc1ccc(Cl)cn1	-2	3	0	7.3	108	1	19	-34	-5	4
Cc1nc(-c2nnc(-c3ccccc3)o2)c(C(F)(F)F)o1	-5	-9	3	-1.7	109	0	11	9	14	12
Cc1nc(N)sc1-c1csc(Nc2ccc(S(N)(=O)=O)cc2)n1	1	-12	-6	-1.8	114	1	2	9	-4	5
COc1cccc(OC)c1C(=O)NCCc1ccccc1	-1	-18	-1	-2.7	110	6	12	13	14	-12
COc1ccc(N(C(=O)c2cccnc2)S(=O)(=O)c2ccccc2)cc1	-1	0	-1	-1.9	98	5	6	9	4	8
CCOC(=O)C1=C(CSc2nccn2C)NC(=O)NC1c1ccc(OC)cc1 (stereo not drawn)	2	-3	-5	-0.9	101	0	10	5	6	-4
COc1ccc(S(=O)(=O)Nc2ccccc2OC)cc1N=Nc1c(O)[nH]c(=S)[nH]c1=O	5	5	-1	3.0	125	2	10	-16	-7	1
COC(=O)c1ccc(C2/C(=C(\O)c3ccc(OC)c(C)c3)C(=O)C(=O)N2c2cc(C)on2)cc1 (stereo not drawn)	5	-11	-1	-1.0	96	-3	7	6	17	-12
CC(=O)c1cn(-c2ccc([N+](=O)[O-])cc2)c(=O)n(C)c1=O	2	-3	-1	-0.1	101	-4	-11	1	-15	-7
COc1ccc(-c2ccc(=O)n(CC(=O)Nc3nnc(C(C)C)s3)n2)cc1OC	-1	-12	2	-1.2	.	-3	-8	8	-15	0
O=S(=O)(Nc1nc2ccccc2s1)c1ccc(Cl)s1	12	1	1	0.1	117	-1	-6	0	-13	7
C=CCNC(=O)C(=O)NCC(c1ccc2c(c1)OCO2)N1CCN(c2ccc(F)cc2)CC1 (stereo not drawn)	2	2	-4	-0.6	.	-1	-4	3	5	-7
Cc1ccc(-n2nc3c(=O)n(C(C)C(=O)NCc4ccc(Cl)cc4)nc(C)c3c2C)cc1 (stereo not drawn)	5	-10	-2	0.3	104	0	6	-1	7	1
Cc1ccc(C(=O)NCCNC(=O)c2ccc(F)cc2)cn1	-1	10	-1	-1.2	108	-1	-8	8	-6	-6
CCc1cc(CNC(=O)c2cccc(OC3CCN(S(C)(=O)=O)CC3)c2)on1	-1	-8	0	-0.7	.	1	6	4	8	-1
CCN(CC(=O)NCc1cccs1)C(=O)COc1ccccc1C#N	1	10	-2	-1.3	95	-2	-3	6	5	3
Cc1ccc(S(C)=O)cc1-n1c(=O)n(Cc2ccccc2)c(=O)c2[nH]cnc21 (stereo not drawn)	-3	-3	-2	-12	98	-14	35	69*	55*	-17
COc1ccc(CCNC(=O)CCC(=O)n2ncc3cc(C)ccc32)cc1OC	2	-1	-1	0.0	103	0	-2	0	0	3
COc1ccc(Br)cc1S(=O)(=O)N1CCOCC1	0	-4	2	-0.3	95	-1	4	2	10	-9
CCCCn1c(N)c(N(CC(C)C)C(=O)CCNC(=O)c2ccc(Cl)cc2)c(=O)[nH]c1=O	-1	-6	-1	-1.9	103	2	-12	12	-5	-1
COc1cc2[nH]c(=O)n(CCC(=O)N3CCc4ccccc4C3)c(=O)c2cc1OC	1	2	2	-0.9	103	1	-17	5	-2	1
CCC(=O)N1CCCc2cc(S(=O)(=O)CCC(=O)Nc3ccccc3C)ccc21	1	5	1	-3.0	108	2	0	16	21	-11
Cc1ccc(NC(=O)C2CC(Cl)=CCC2C(=O)O)c([N+](=O)[O-])c1 (stereo not drawn)	3	-4	0	-1.9	99	-4	2	10	11	0
CCOc1ccc(-n2nnnc2SCC(=O)NC2CCCC2)cc1	1	2	-2	-1.6	90	4	-9	11	-12	-4
CN(CC(=O)NCCc1ccc(S(N)(=O)=O)cc1)c1ccccc1	-1	-15	-2	0.1	96	-1	-1	0	4	1
CCOc1ccc(CCN2C(=O)C(=O)N([C@@H](CC(C)C)CN3CCC[C@@H]3CN3C(=O)C(=O)NC[C@@H]3Cc3ccccc3)C[C@@H]2Cc2ccc(O)cc2)cc1	5	-10	1	-2.8	104	1	-8	13	-3	-14
Next part:
SMILES	DAGLB inhibitor	PKA-R1A activ	V-ATPase pHluor	OPRM1-OPRD1 ag	Pemphigus Ab inh	HTR5A ag	Arrestin-AP2 inh	MOR-DOR inv ag	HTR5A inv ctr	PKA-R2B activ
Cc1ccc(/C=N\NC(=O)/C(=C\Nc2nccc(C)n2)NC(=O)c2ccccc2)cc1	0	11	-2	-2.5	94	1	-2	13	-8	11
CC1(C)Cc2ccccc2-c2nnc(SCc3ccccc3)n21	-5	-4	1	-1.3	88	2	0	7	-2	0
CCCOCCOC(=O)c1[nH]c2c(c1C)C(=O)CC(c1cc(OC)ccc1OC)C2 (stereo not drawn)	-7	-5	1	0.7	111	4	9	-4	-11	8
Cc1ccc(CC(=O)Nc2ccc([N+](=O)[O-])cc2C)cc1	-8	12	7	0.5	95	-4	-2	-3	10	1

5 entries from above, as a markdown table.
| SMILES | DAGLB inhibitor | PKA-R1A activ | V-ATPase pHluor | OPRM1-OPRD1 ag | Pemphigus Ab inh | HTR5A ag | Arrestin-AP2 inh | MOR-DOR inv ag | HTR5A inv ctr | PKA-R2B activ |
| --- | --- | --- | --- | --- | --- | --- | --- | --- | --- | --- |
| COc1ccc(S(=O)(=O)Nc2ccccc2OC)cc1N=Nc1c(O)[nH]c(=S)[nH]c1=O | 5 | 5 | -1 | 3.0 | 125 | 2 | 10 | -16 | -7 | 1 |
| COC(=O)c1ccc(C2/C(=C(\O)c3ccc(OC)c(C)c3)C(=O)C(=O)N2c2cc(C)on2)cc1 (stereo not drawn) | 5 | -11 | -1 | -1.0 | 96 | -3 | 7 | 6 | 17 | -12 |
| CC(=O)c1cn(-c2ccc([N+](=O)[O-])cc2)c(=O)n(C)c1=O | 2 | -3 | -1 | -0.1 | 101 | -4 | -11 | 1 | -15 | -7 |
| COc1ccc(-c2ccc(=O)n(CC(=O)Nc3nnc(C(C)C)s3)n2)cc1OC | -1 | -12 | 2 | -1.2 | . | -3 | -8 | 8 | -15 | 0 |
| O=S(=O)(Nc1nc2ccccc2s1)c1ccc(Cl)s1 | 12 | 1 | 1 | 0.1 | 117 | -1 | -6 | 0 | -13 | 7 |
